12-LOX inh: Primary qHTS assay for inhibitors of human arachidonate 12S-lipoxygenase (ALOX12): Round 2. Polyunsaturated fatty acid lipoxygenase ALOX12 (Homo sapiens), P18054. purified 12hLO, xylenol orange hydroperoxide absorbance. hit rate 1.1% among 580,000. AID 1671190, 2021. Potency, µM (series often up to 108 µM), for the others: top-dose activity change, negative = inhibition, hits mostly inhibitors; active = well fitted inhibition curve with a large enough effect; inconclusive = small, poorly fitted or top-dose-only effect, or another doubt; inactive = no such curve, though single readings can be large or run the other way
Target sequence (P18054 whole entry, looked up): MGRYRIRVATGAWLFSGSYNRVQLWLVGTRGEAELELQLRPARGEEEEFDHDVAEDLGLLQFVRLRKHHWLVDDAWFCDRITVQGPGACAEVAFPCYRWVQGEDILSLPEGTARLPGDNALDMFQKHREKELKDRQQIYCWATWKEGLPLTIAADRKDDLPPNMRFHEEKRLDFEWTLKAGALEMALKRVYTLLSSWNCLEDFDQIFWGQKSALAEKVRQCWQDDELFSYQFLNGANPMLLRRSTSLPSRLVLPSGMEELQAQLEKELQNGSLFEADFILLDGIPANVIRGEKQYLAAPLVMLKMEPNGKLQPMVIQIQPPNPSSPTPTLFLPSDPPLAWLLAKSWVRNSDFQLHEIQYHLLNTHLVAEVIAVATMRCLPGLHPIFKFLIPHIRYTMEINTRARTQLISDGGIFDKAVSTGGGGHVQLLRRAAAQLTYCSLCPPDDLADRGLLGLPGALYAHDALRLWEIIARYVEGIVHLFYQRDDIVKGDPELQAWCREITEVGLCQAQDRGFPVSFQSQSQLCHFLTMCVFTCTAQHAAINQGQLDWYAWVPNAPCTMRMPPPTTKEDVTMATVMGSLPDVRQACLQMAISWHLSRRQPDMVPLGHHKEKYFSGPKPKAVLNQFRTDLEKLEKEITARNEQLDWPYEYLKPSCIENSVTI
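Hydroperoxide product was detected by ferrous iron/xylenol orange as the 573 to 405 nm absorbance ratio. Arachidonic acid at 40 uM (final) was turned over for 30 min at room temperature by 150 nM human 12hLO, pH 7.0 Hepes buffer, after 15 min compound preincubation.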
An asterisk follows results filed as active; ? = inconclusive; [ ] = another dose, or the depositor's remark. % is scaled to controls: 0 for no effect and ±100 for the full control effect; potency is read from the fitted curve at half-maximal effect. An excerpt. The share of hits here may be higher or lower than overall.

12-LOX inh	mol
16%	COc1cc2c(cc1OC)C(CNC(=O)c1cccc(Cl)c1)N(C(=O)Nc1ccccc1)CC2 (stereo not given)
?	COc1ccc2c(c1)CCCN2C(=O)c1cc2ccc(F)cc2nc1C
8%	Cc1cccc(OCC(=O)c2ccc3c(c2)N(CC(=O)N(C)Cc2ccccc2)C(=O)CO3)c1
-1%[6.33 µM]	O=C1NC2(Cc3ccccc31)CN(Cc1ccc(C(F)(F)F)cc1)C2
-18%	COc1ccc(CNc2ncncc2-c2ccccc2C(F)(F)F)c(OC)c1
9%	O=C(c1ccccc1)N1CCC2CCN(S(=O)(=O)c3ccccc3)CC21 (stereo not given)
14%	O=C(Cn1nc2n(c1=O)CCCC2)N1CCN(c2ccccc2)CC1
17%	Cc1ccc(C2Cn3nnc(C(=O)N4CCC(C(=O)NCc5cc(F)ccc5F)CC4)c3CO2)cc1 (stereo not given)

Given in CSV form: entries from further up
SMILES,12-LOX inh
O=C1NC2(Cc3ccccc31)CN(Cc1ccc(C(F)(F)F)cc1)C2,-1%[6.33 µM]
COc1ccc(CNc2ncncc2-c2ccccc2C(F)(F)F)c(OC)c1,-18%
O=C(c1ccccc1)N1CCC2CCN(S(=O)(=O)c3ccccc3)CC21 (stereo not given),9%
O=C(Cn1nc2n(c1=O)CCCC2)N1CCN(c2ccccc2)CC1,14%
Cc1ccc(C2Cn3nnc(C(=O)N4CCC(C(=O)NCc5cc(F)ccc5F)CC4)c3CO2)cc1 (stereo not given),17%

Later entries:
12-LOX inh	mol
0%	C[C@H](O)[C@@H]1C(=O)N2CCc3c([nH]c4c(-c5ccccc5)cccc34)[C@@H]2C[C@@H]1N(C)C(=O)c1ccco1
-2%[176 µM]	Cc1ccc(S(=O)(=O)N[C@H]2CO[C@H]3[C@@H]2OC[C@H]3OCC(N)=O)cc1
-2%	Cc1cccc(C)c1NC(=O)C1(C)CSCC(=O)N1CCCn1ccnc1 (stereo not given)
26%	COc1ccccc1OCC(=O)c1ccc2c(c1)N(CCCC(=O)NCC1CCCO1)C(=O)CO2 (stereo not given)
17%	COCCn1ncc(N2CCC(NC(=O)c3ccc(C)cc3C)CC2)cc1=O
-10%	O=C(CSc1nnnn1C1CC1)c1ccc(C2CCCCC2)cc1
8%	COc1ccc(NC(=O)Cn2c(C)cc3nc4n(c(=O)c32)CCCC4)cc1Cl
11%	CN1C(=O)C(C(Nc2ccccc2)c2ccccc2)c2ccccc21 (stereo not given)
33%	Cc1ccc(C)c(C(=O)N2CCC(n3cnnc3C3CC3)CC2)c1
42%[176 µM]	CC(C)CNc1ccc2c(n1)C(C)(C(=O)NCc1ccco1)CN(Cc1ccccc1)C2 (stereo not given)
25%	O=C(c1ccoc1)N1CCC(Cc2noc(-c3ccncc3)n2)C1 (stereo not given)
?	COc1ccc(-c2onc3ccc(Br)cc23)cc1OC
1%	Cc1c(CC(=O)NCCc2ccccc2)c(=O)oc2cc(O)c(Cl)cc12
-1%	CCCC(=O)N(C)CCOc1ccccc1
?	CN(C)S(=O)(=O)c1ccc(-c2nc(C#N)c(NCc3ccc(F)cc3)o2)cc1
-7%	O=C(C1CCCCCC1)N1CCC(n2cc(-c3ccccc3)nn2)CC1

The last two records of the section before open the next one.
12-LOX inh	mol
?	CN(C)S(=O)(=O)c1ccc(-c2nc(C#N)c(NCc3ccc(F)cc3)o2)cc1
-7%	O=C(C1CCCCCC1)N1CCC(n2cc(-c3ccccc3)nn2)CC1
21%	CC(C)CNC(=O)C1COC2(CCN(C(=O)c3ccc(F)cc3F)CC2)N1C(=O)c1ccccc1 (stereo not given)
50%[activator]	Cc1cccc(CNC(=O)Nc2ccc(N3CCCCC3)nc2)n1
-16%	CCCCc1ccc(NC(=S)N(Cc2ccccc2)Cc2ccccc2)cc1
1%	Cc1[nH]c2c(F)cccc2c1CC(=O)N1CCCC2(CC1)CN(C)C(=O)O2 (stereo not given)
16%	COc1cccc(CC(=O)N2CCCCCNC(=O)[C@@H]3CCC[C@@H]32)c1
70%[activator]	CCNC(=O)N[C@H]1CC[C@]2(C)CC[C@@H]([C@H](C)C(=O)NCc3ccc(F)cc3)[C@H](O)[C@H]2[C@@H]1C
-17%	Nc1nccnc1C(=O)Nc1ccc(F)c(Cl)c1
?	C/C=C/C=C/C(=O)OCC(=O)c1ccc(Br)s1
-3%[176 µM]	Cc1csc(NC(=O)c2cnc3c(c2)N(C(=O)Cc2ccc(C(C)C)cc2)CCC3)n1
-4%[176 µM]	Cc1noc2c(Nc3ccc(C(N)=O)cc3)cc(-c3ccc(F)cc3)nc12
10%	NC(=O)C1CCN(Cc2nc(N)c3ccccc3n2)CC1
4%	COc1ccc(CCN2Cc3cc(NC(=O)Cc4cccs4)ccc3OCC2=O)cc1
-30%	COc1ccccc1OCC(=O)NC1CCCCC1
30%[activator]	COc1ccccc1CN[C@H]1CC(C)(C)[C@@H]2C[C@@](C)(O)CC[C@]12CCC(=O)NCCN1CCOCC1
2%	Cc1ccc2nc(-c3ccccc3)cc(C(=O)N3CCN(CC(=O)NC4CC4)CC3)c2c1
-2%	Cc1ccc(N2C(=O)CC(c3cccs3)C3=C2CCCC3=O)cc1 (stereo not given)
8%	Cc1ccc(-c2ccc3nnc(CNC(=O)Cc4ccccc4Cl)n3n2)cc1
50%[activator]	O=C(c1ccco1)N1CCCC(c2noc(COc3ccccc3)n2)C1 (stereo not given)
-1%	COC1C(=O)N(c2cccc(F)c2)C12CCN(C(=O)NCc1ccc(C)cc1)CC2 (stereo not given)
-7%	COc1ccc(NC(=O)c2ccc3c(c2)OCC(=O)N3)cc1
-3%	Cc1ccc(-c2nnc(SCC(=O)NCc3ccccc3)n2N)cc1
?	N#CC1=C(N)OC2=C(C(=O)CC(c3ccccc3)C2)C1c1ccc(F)cc1 (stereo not given)
10%	Cc1oc2cc(O)ccc2c(=O)c1Oc1ccc(C(=O)O)cc1
4%	Cc1nnnn1CCCN1CCn2nc(CCC(=O)O)cc2C1
45%	CCC(C(=O)N1CCC2(CC1)C(=O)N(CC(=O)NCCOC)CN2c1ccccc1)c1ccccc1 (stereo not given)
33%	COC(=O)C1=C(C)N(Cc2cc(F)cc(F)c2)C(=O)CC1c1ccccc1Cl (stereo not given)
?	CN1CC(=O)N(C2CCCNCC2)Cc2c1ncnc2N1CCC(N2CCCC2)CC1 (stereo not given)
33%	COc1ccc(C(=O)NC2CCN(c3ccc(=O)n(C)n3)CC2)c(OC)n1
0%	COc1ncc2nc(-c3ccc(F)cc3)c(=O)n(C[C@H]3CCCO3)c2n1
20%	O=C(CCc1c[nH]c2ccccc12)N1CCC2(CC1)CC(CO)N(C(=O)c1ccccc1)C2 (stereo not given)
24%	CCC(C)NC(=O)c1ccc(CN2C(=O)NC3(CCS(=O)(=O)CC3)C2=O)cc1 (stereo not given)
42%[activator]	Cc1ccc([S+](=O)([O-])N2CCn3c(nn(-c4ccncc4)c3=O)C2)cc1

Rewritten as labelled records: entries from further up.
NC(=O)C1CCN(Cc2nc(N)c3ccccc3n2)CC1
  12-LOX inh: 10%
COc1ccc(CCN2Cc3cc(NC(=O)Cc4cccs4)ccc3OCC2=O)cc1
  12-LOX inh: 4%
COc1ccccc1OCC(=O)NC1CCCCC1
  12-LOX inh: -30%
COc1ccccc1CN[C@H]1CC(C)(C)[C@@H]2C[C@@](C)(O)CC[C@]12CCC(=O)NCCN1CCOCC1
  12-LOX inh: 30%[activator]

(continued)
12-LOX inh	mol
59%[activator]	CCS(=O)(=O)c1ncc(CN(C)CCOc2ccc(C)cc2)n1Cc1ccccc1
-2%	Cc1cc(NC(=O)CSc2nc(Nc3ccccc3)c3ccccc3n2)no1
-5%	CCOC(=O)c1sc(NC2CC2)nc1C(F)(F)F
8%	O=C(CSc1ncnc2nc[nH]c12)NCCc1c[nH]c2ccc(Cl)cc12
16%[176 µM]	Clc1ccc(-c2cnc3n2C[C@H](CNC2CCCC2)OC3)cc1
49%[activator][176 µM]	Cc1nn(Cc2ccccc2)c(C)c1[C@@H]1C=C[C@@H](NC(=O)c2cccs2)C1
85%[activator]	O=C1CCN(Cc2ccncc2)CCCC(C(=O)NCCN2CCC(N3CCCCC3)CC2)CCN1 (stereo not given)
50%[activator][176 µM]	O=C(COc1ccccc1)N1CCOC[C@H](Oc2ccc(C(F)(F)F)cn2)C1
-2%	O=C(c1cccc(C(F)(F)F)c1)N1CCCN(C2CC2)CC1
15%	CN(CCCc1[nH]nc(N)c1C#N)c1nc(-c2cccnc2)nc2ccccc12
46%[activator]	COc1ccc(C(=O)NC2CCN(c3cc(-c4cccs4)[nH]n3)C2)c(OC)c1 (stereo not given)
6%	CCN(c1ccccc1)c1nnc(NC(=O)Nc2ccccc2OC)s1
4%[176 µM]	COc1cncc(N2CC3(COCC(=O)N(Cc4cccc(OC(F)(F)F)c4)C3)C2)c1
12%[176 µM]	Cc1cc2cc(-c3c(C)noc3C)nc(N(C)CCN(C)C)c2o1
-12%	COc1ccc([C@@H]2[C@@H](C(=O)N3CCOCC3)CC(=O)N2C(=O)Nc2ccc(C)c(Cl)c2)cc1
?	Cc1cccc(CNC(=O)c2ccco2)c1
?	O=C(NCc1cccnc1)c1ccc(C2CCCCC2)cc1
46%[activator]	Cn1nc(C(=O)Nc2ccc(C(F)(F)F)cc2)c2ccccc2c1=O
12%	CCC(CC)CN1CC2(CCN(C(=O)CCc3cc(=O)[nH]o3)CC2)OC1=O
1%	CC(=O)c1cccc(NC(=O)CC2(C(=O)O)CCCCC2)c1
14%	Cc1ccc(C(=O)N2CCOC(c3ccc(Cl)c(Cl)c3)C2)c(=O)n1C (stereo not given)
18%	CN1CCN(c2nc3c(c(=O)[nH]2)CCN(Cc2ccccc2F)CC3)CC1
5%	CCCOc1ccc(Br)cc1C1C(C(=O)OCc2ccccc2)=C(C)Nc2nnnn21 (stereo not given)
12%	c1ccc(C2CCCN(CCNc3ncncn3)C2)cc1 (stereo not given)
69%[activator]	O=C(NC1CCN(c2cc(-c3ccccc3)[nH]n2)C1)c1cccs1 (stereo not given)
40µM*	Cc1c(C)c(C)c(S(=O)(=O)Nc2cc(Cl)ccc2C(=O)N(C)C)c(C)c1C
-19%	Cc1cccnc1N(Cc1cccs1)C(=O)Nc1cccc(Cl)c1
?	O=S(=O)(O)c1ccc(-c2ncc[nH]2)cc1
4%	CCCCc1nn2cc(-c3cccc(Br)c3)nc2s1
?	C[C@H]1CN([C@@H](C)CO)C(=O)CCCn2cc(nn2)CO[C@@H]1CN(C)C(=O)C1CC1
10%	CCOC(=O)C(Cc1ccccc1)C1(C)Oc2ccccc2O1 (stereo not given)
25%	O=C(Cn1c(=O)oc2ccccc21)N1CC2CC(C1)[C@H]1CCCC(=O)N1C2 (stereo not given in full)
12%	O=C(c1ccccc1Cl)N1CCn2c(nn(-c3ccncc3)c2=O)C1
-31%	CCN(CC)CCCC(C)NCc1cc(Br)cs1 (stereo not given)
-2%	COCc1ccc(CN2Cc3cc(Cl)ccc3OC(C)C2)o1 (stereo not given)
-25%	O=C1CN(C(=O)COc2ccc(Br)cc2Cl)c2ccccc2N1
-8%	O=C1C(N2CCN(S(=O)(=O)c3cccc(Cl)c3)CC2)CCN1Cc1cccnc1 (stereo not given)
9%	Cc1ccc(NC(=O)CCCc2nc3ccccc3o2)c(C)c1
53%[activator]	COc1ccc(-c2nc(CN3CCS(=O)(=O)CC3)c(C)o2)c(OC)c1C
4%[176 µM]	CC1(C)C(=O)N(CC2CCOCC2)[C@H]2CN(Cc3cccnc3N)C[C@H]2[S+]1(=O)[O-]
-11%	COC[C@H]1CCCN1Cc1nc(C2(O)CCN(C(=O)Nc3ccc(F)cc3)CC2)cs1
34%[activator]	O=C(NC1CCCCC1)[C@@H]1C[C@@H](O)CN1C1CCN(C(=O)C2CCOCC2)CC1
-2%	O=C(Nc1ccc(-c2nc3ccccc3o2)cc1)c1ccc(F)cc1
-3%	Cc1ccc(-c2nc3n(n2)C(CC(=O)Nc2ccc(C)cc2C)C(=O)N3)cc1 (stereo not given)
44%[activator]	Cc1noc(C)c1S(=O)(=O)N1CCC(CO)(CCCc2ccccc2)CC1
-5%	CCn1cc(C#N)c(=O)n(Cc2nc(-c3ccccc3Cl)no2)c1=O
36%[activator][176 µM]	Cc1ccc(-c2cc3c(ccn3C)c(C(=O)NCc3cccnc3)n2)cn1
4%	Cc1cccc(OCC(=O)N2CC(F)(F)C[C@H]2c2nnc(C)o2)c1
10%	COCCn1c(CO)nnc1C1CC(NC(=O)C2(C)CCCC2)C1 (stereo not given)
?	Cc1ccc(C)c(-c2cc(C(=O)O)c3cccc(C)c3n2)c1
36%[activator]	CSCc1noc(Cn2nc(-c3ccccc3)c3ccccc3c2=O)n1
105%[activator]	COc1ccnc(CN2CCC3(CC2)CN(CCOc2ccccc2)C(=O)O3)c1OC
48%[activator]	CC(=O)OCc1ccc(C(=O)NC(C)C(N)=O)cc1 (stereo not given)
0%	O=C(CNC(=O)/C=C/c1ccccc1)N=Nc1c(O)n(Cc2ccccc2)c2ccccc12
?	FC(F)(F)CN1CCNCC1
-3%	CC(O)c1ccc(-c2ccc(CNCc3ccco3)o2)cc1 (stereo not given)
?	CNC(=O)NC(=O)C(Cl)c1ccccc1 (stereo not given)
0%	CN(C)C(=O)c1ccc2oc(CN3CCN(C(=O)Nc4ccc(F)cc4F)CC3)nc2c1
